Rpn11 block: inhibitors of human proteasome Rpn11 | calls only at 20 µM | O00487 | human 26S proteasome, Ub4-pepOG fluorescence polarization; 20S core pre-blocked with epoxomicin | AID 588493 | hit rate 0.59% among 360,000;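 active = inhibition at 20 µM, scaled to each plate's controls, above about 33%, limit read from the data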
Target sequence (O00487 whole entry, looked up): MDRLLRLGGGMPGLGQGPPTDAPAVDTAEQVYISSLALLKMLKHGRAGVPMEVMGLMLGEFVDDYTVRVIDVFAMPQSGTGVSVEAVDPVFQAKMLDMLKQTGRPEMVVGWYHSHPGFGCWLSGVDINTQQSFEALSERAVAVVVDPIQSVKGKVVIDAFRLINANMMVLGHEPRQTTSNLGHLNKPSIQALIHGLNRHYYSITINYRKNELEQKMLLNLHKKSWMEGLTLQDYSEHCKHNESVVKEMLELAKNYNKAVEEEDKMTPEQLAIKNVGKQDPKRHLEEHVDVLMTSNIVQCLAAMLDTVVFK
SUMO1 PPI mod: modulators of human SUMO1-mediated protein-protein interactions; P63165; SUMO1 binding to a labelled peptide, TR-FRET, 1 h; inhibition, % at 20 µM; hit rate 0.33% among 360,000; AID 602429; in the data active = inhibition above about 37%
Target sequence (P63165 whole entry, looked up): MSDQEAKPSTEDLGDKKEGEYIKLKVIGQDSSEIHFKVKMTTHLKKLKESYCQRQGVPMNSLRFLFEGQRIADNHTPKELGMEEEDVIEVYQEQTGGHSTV
TbMetRS inhib: Trypanosoma brucei MetRS inhibition; hit rate 0.4% among 360,000; purified T. brucei MetRS, ATP depletion, Kinase-Glo luminescence; inhibition, % at 11.9 µM;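 active = inhibition above a per-plate cutoff of the control wells' mean inhibition plus 3 SD, cut at about 5.5% in these data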;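 note: 0% = DMSO wells median and 100% = median of wells with control inhibitor compound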
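technique = Kinase-Glo luminescence, ATP depletion format | system = purified MetRS (methionyl-tRNA synthetase) enzyme from Trypanosoma brucei | timing = 15 min preincubation, 2 h reaction, all 25 °C | evaluation = percent inhibition versus plate control medians | dosing = single dose, 11.9 µM final nominal, 0.9% final DMSO | also added = substrates ATP, L-methionine and bulk Escherichia coli tRNA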
DNMT1 inh: blocks human DNA methyltransferase DNMT1; P26358; DNMT1 molecular beacon, Hinp1I cleavage, fluorescence; hit rate 0.83% among 360,000; inhibition (reported as % activation of signal), % at 10 µM; in the data active = inhibition above about 50%
NadD inh: blocks S. aureus nicotinate mononucleotide adenylyltransferase; purified NadD enzyme, colorimetric absorbance read-out; inhibition, % at 20 µM; hit rate 0.78% among 360,000; in the data active = inhibition above about 26%; note: some compounds past the cut are filed as inactive
STEP inh: inhibitors of human striatal-enriched phosphatase STEP; hit rate 0.25% among 360,000; AID 588621; inhibition, % at 20 µM; recombinant STEP, OMFP fluorogenic substrate, fluorescence; P54829;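 active = inhibition at 20 µM, scaled per plate between control wells, above about 37%, limit read from the data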;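 note: 0% = DMSO with enzyme and substrate and 100% = substrate only without enzyme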
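Measure: Control-normalized % inhibition with plate pattern correction | Test system: STEP phosphatase, cell-free reaction | Medium: pH 6.0 Bis-Tris with DTT and Tween 20 | Technique: Fluorescence, 480/540 nm | Times: Reaction 20 min, ambient temperature | Doses: Single compound dose of 20 µM, 1% DMSO final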
MsrA inhibitor: inhibitors of bovine MsrA. purified bovine MsrA, absorbance read-out. inhibition, % at 15.5 µM. hit rate 0.75% among 360,000. AID 651718; in the data active = inhibition above about 4.5%;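 note: 0% = vehicle wells with enzyme and 100% = reference inhibitor wells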
CSN inh: blocks human CSN-mediated cullin deneddylation | Q92905 | Purified CSN, SCF-Nedd8-OG deneddylation, fluorescence polarization | inhibition, % at 12.5 µM | hit rate 0.38% among 360,000;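 active = pattern-corrected inhibition above about 35%, with an unprinted fluorescence ratio check between 0.5 and 1.5, limit read from the data, passing the limit was not always enough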;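 note: 0% = enzyme with substrate and 100% = substrate without enzyme; some results filed as inactive read as strong as hits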
Target sequence (Q92905 whole entry, looked up, one chain of several): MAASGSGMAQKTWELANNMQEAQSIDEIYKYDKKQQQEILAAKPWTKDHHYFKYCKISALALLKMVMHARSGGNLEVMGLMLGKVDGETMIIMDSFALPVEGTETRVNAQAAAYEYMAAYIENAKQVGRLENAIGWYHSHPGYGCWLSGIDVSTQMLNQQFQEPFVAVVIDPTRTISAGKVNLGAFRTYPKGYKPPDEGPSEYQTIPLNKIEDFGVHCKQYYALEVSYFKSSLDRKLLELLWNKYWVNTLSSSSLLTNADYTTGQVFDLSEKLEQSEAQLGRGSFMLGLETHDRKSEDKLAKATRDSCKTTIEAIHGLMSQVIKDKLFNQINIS
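test system = HEK293T-derived human Csn5 enzyme | amount = 0.24 nM Csn5 enzyme, final concentration | medium = Tris/NaCl/DTT buffer, pH 7.5 | schedule = 90 min reaction at room temperature | signal = FP | evaluation = inhibition of Csn5 cleavage, % | compound dosing = single dose of 12.5 µM compound with 0.25% DMSO | probe or stimulus = 10 nM SCFSkp2-Nedd8OG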
LMPTP block: blocks human LMPTP phosphatase; hit rate 0.22% among 360,000; recombinant LMPTP-A, OMFP fluorogenic substrate, fluorescence intensity; inhibition, % at 20 µM; P24666;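 active = compounds that cut the enzyme signal by at least half of the control window in the single-dose screen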;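 note: plate controls were DMSO wells with enzyme plus substrate for no effect and substrate without enzyme for full effect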
Target sequence (P24666 whole entry, looked up): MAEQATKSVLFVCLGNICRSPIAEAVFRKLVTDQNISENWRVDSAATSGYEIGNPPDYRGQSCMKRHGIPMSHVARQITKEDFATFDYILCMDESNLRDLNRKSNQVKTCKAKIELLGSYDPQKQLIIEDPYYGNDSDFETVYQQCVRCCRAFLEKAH
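material = LMPTP-A | quantity = 0.625 nM enzyme | reagent = OMFP substrate, 400 µM final | buffer or medium = Bis-Tris pH 6.0, DTT, detergent | detection = endpoint fluorescence intensity from OMFP dephosphorylation | dosing = single 20 µM dose | read-out basis = % inhibition relative to no-enzyme and uninhibited control wells | control set = no-enzyme and uninhibited controls | timing = 50 min at room temperature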
Scp-1 inhibitor: Scp-1 (human) phosphatase inhibition; Recombinant Scp1, phosphopeptide, malachite green phosphate absorbance; AID 493091; inhibition, % at 20 µM; hit rate 0.88% among 340,000; Q9GZU7;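 active = inhibition above about 50% at 20 µM, limit read from the data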;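 note: plate controls were DMSO wells with enzyme for no effect and wells lacking enzyme for full effect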
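Test system: SCP-1 phosphatase catalytic domain, residues 76-261 | Compound dosing: One concentration, 20 µM, with 1.0% DMSO | Schedule: 45 min room-temperature reaction, 5 min colour, 30 min stabiliser | Detection: Absorbance at 630 nm | Read-out basis: % inhibition of SCP-1 phosphate liberation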
* hit, by the source's call; i = inactive; / = not tested or not shown; + = active, no number.

Value order: Rpn11 block, SUMO1 PPI mod, TbMetRS inhib, DNMT1 inh, NadD inh, STEP inh, MsrA inhibitor, CSN inh, LMPTP block, Scp-1 inhibitor
COc1ccc([C@@H]2C[C@H]3[C@@H](CN2S(=O)(=O)c2ccccc2)C(=O)C[C@@H](c2ccccc2)N3S(=O)(=O)c2ccc(C)cc2)cc1
 : i, 1.1, -0.9, 0.7, 11.8, -0.6, -0.2, -0.5, 0.5, /
Cn1ncc(C#N)c1NC(=O)c1nn2cccnc2c1Cl
 : i, 6.9, -1.0, 0.5, -2.3, 1.0, 0.2, 0.0, -0.7, -4.8
O=C(NCCC(F)(F)F)C1Cc2c(-c3cccc(F)c3)ccnc2O1 (centres undefined)
 : i, 10.8, 0.2, -1.8, -1.0, -1.0, -1.3, -2.7, -1.1, /
Cc1cc(C)c(S(=O)(=O)N2CCN(C(=O)N3CCCCC3)CC2)c(C)c1
 : i, 4.7, -1.7, 2.6, -1.2, 1.7, -0.8, 1.7, -1.1, 4.4
Cn1cc([N+](=O)[O-])c(C(=O)Nc2ccc(C(=O)N3CCCCC3)cc2)n1
 : i, -19.8, -0.2, 6.5, -5.6, -1.9, 1.6, -2.9, -2.8, -7.8
COc1ccc(/C=N/NC(=O)c2cc3c(OC)ccc(OC)c3[nH]2)cc1O
 : i, 17.4, 0.6, -4.0, 3.5, 1.7, 6.6*, -0.1, 1.5, -1.8
Cc1sc2ccccc2c1CNC[C@H]1O[C@@H](n2ccc(N)nc2=O)[C@H](O)[C@@H]1O
 : i, 2.9, 0.8, 3.8, -1.3, 3.3, 0.2, 2.0, -2.8, /
CCOc1cc(C2NC(=O)NC(O)(C(F)(F)F)C2C(=O)c2ccccc2)ccc1OC (centres undefined)
 : i, 1.1, -1.9, 6.2, 0.2, -3.6, -0.9, -0.1, -1.5, -2.5
Clc1ccc(CSc2snnc2-c2ccccc2)cc1
 : i, 1.1, -0.7, 9.5, 13.2, 3.7, 0.7, 1.3, 2.0, -2.4
C=CCc1ccc(OCC(O)CN2CCCCC2C)c(OC)c1 (centres undefined)
 : i, -5.0, -0.3, -9.7, -4.7, 0.2, 0.4, 0.8, 4.0, 1.9
CN(C)/C=C\C(=C/C(=O)C(F)(F)F)Nc1ccccc1Oc1ccccc1
 : i, -4.9, 2.9, 0.8, -5.8, -1.6, 0.8, 5.8, 1.8, 4.2
O=C(c1ccccc1)c1ncc[nH]1
 : i, 3.0, 0.0, -0.8, 3.9, -3.8, -0.3, -0.7, -0.4, -9.0
CCn1cc(C(=O)NCCCN(C)C)c(=O)c2cc(F)c(N3CCN(C)CC3)cc21
 : i, -1.2, -0.9, -2.5, 5.0, -0.2, -0.1, 6.2, -2.9, -2.2
COc1ccc(N2C(=O)/C(=C/c3ccc([N+](=O)[O-])cc3)N=C2C)cc1
 : i, -21.1, 0.1, -0.7, 1.7, 0.9, 2.3, -3.1, -0.5, -7.3
CCOC(=O)C1=C(c2ccccc2)ON(C)C1c1ccccc1 (centres undefined)
 : i, 1.0, -0.1, 1.7, -2.1, 0.4, -0.9, -6.4, -1.5, -6.8
CSc1ccc(S(=O)(=O)NCC(=O)OCC(=O)NCc2cccs2)cc1[N+](=O)[O-]
 : i, -36.1, 0.2, 1.7, -0.6, 1.5, -0.5, 1.6, 1.4, 1.3
O=C(Nc1cccc(OCC(=O)N2CCOCC2)c1)c1cccc([N+](=O)[O-])c1
 : i, 15.6, 0.2, 3.2, -4.6, 3.9, 0.5, -2.0, -0.2, -19.1
O=S1(=O)N=C(N/N=C/c2ccc(Br)o2)c2ccccc21
 : i, -4.0, 0.6, -3.1, 12.3, -4.0, 3.2, -6.8, -0.5, 2.7
CCOc1ccc(N2C(=O)/C(=C\c3ccc(OC)c(O)c3)S(=O)(=O)C2c2cccc([N+](=O)[O-])c2)cc1 (centres undefined)
 : i, -5.1, -0.3, -3.7, 33.5*, -2.0, 2.4, 8.7, 2.8, -14.8
FC(F)(F)c1ccc(NCCc2ccccc2)nc1
 : i, 3.5, -0.4, 6.3, -5.9, -1.5, -0.5, 0.7, 1.2, -2.4
COc1ccc(C2/C(=C(\O)c3ccc4c(c3)OCCO4)C(=O)C(=O)N2Cc2cccnc2)cc1OC (centres undefined)
 : i, -6.9, -0.3, -0.7, 0.0, 2.4, 1.2, 2.4, -1.2, -0.3
Cc1ccc(/C=N/n2cc(-c3ccccc3)[nH]c2=S)s1
 : i, -6.6, -0.4, -3.3, 4.8, -1.6, 3.5, 2.1, 1.7, 2.0
C=CCn1c(COc2ccccc2F)nnc1SCCN1C(=O)c2ccccc2C1=O
 : i, -2.8, -0.7, 2.6, -2.0, 34.7, -0.7, 0.9, 0.1, 9.6
CC(C)CNC(=S)N(Cc1ccco1)Cc1cc2cc3c(cc2[nH]c1=O)OCCO3
 : i, 0.2, -0.1, -13.1, 9.4, -3.2, 1.9, -11.0, 4.1, -5.2
CC(C)(C)N(Cc1ccccc1)C(=O)COC(=O)CN1C(=O)NC2(CCCC2)C1=O
 : i, 2.2, 0.7, 1.2, 2.3, -1.6, -1.0, 1.1, -1.6, -1.8
CC12CCC(C/C1=N/O)C2(C)C (centres undefined)
 : i, 9.7, 0.0, 0.0, 2.4, 2.0, -0.6, 0.9, -0.9, 1.4
COc1ccc(OC)c(CN2CCN(C(=O)c3cc(S(=O)(=O)Nc4ccccc4OC)ccc3C)CC2)c1
 : i, 29.5, 0.1, -1.9, 4.1, -1.2, -0.1, 4.5, 0.4, -2.4
O=C(CSc1nc(-c2ccco2)cc(C(F)(F)F)n1)NN1CCOCC1
 : i, -2.2, -0.8, 1.3, -1.4, -0.2, 0.5, -17.7, -0.1, -2.9
COC(=O)NCc1cccc(CNC(=O)OC)c1
 : i, 0.2, -1.0, 7.2, -3.7, -1.0, -0.2, 0.1, 0.1, 2.6
COc1ccccc1-c1ccc([C@@H]2C[C@H]3[C@H](CON3C)CN2C(=O)c2ccco2)cc1
 : i, 3.8, -1.3, 3.3, 2.8, -0.4, 0.7, -0.4, -1.1, /

Value order: Rpn11 block, SUMO1 PPI mod, TbMetRS inhib, DNMT1 inh, NadD inh, STEP inh, MsrA inhibitor, CSN inh, LMPTP block, Scp-1 inhibitor
COc1cccc(NC(=O)C2CCCN2C(=O)NC2CCCCC2)c1 (centres undefined)
 : i, 2.2, 0.6, 1.4, -5.2, -3.8, -0.9, -3.1, -2.2, -10.3
CCCCn1nnnc1C(CC)N1CCN(C/C=C/c2ccccc2)CC1 (centres undefined)
 : i, 4.0, -1.5, 4.2, -1.1, -2.1, 1.1, 5.7, 0.1, /
COCCCNC(=O)C(C#N)c1nc2ccccc2nc1N1CCCC1 (centres undefined)
 : i, -11.3, 0.2, -7.9, -7.2, -7.3, -0.2, -12.8, 1.3, 5.6
COc1ccc(-n2c(=O)/c(=C\c3cccs3)s/c2=C(/C#N)C(=O)NCCN2CCOCC2)cc1
 : +, -29.9, -1.1, -3.4, -7.1, 1.7, -0.4, 27.2, 1.7, 5.4
Cc1ccc2sc(NNC(=O)C3COc4ccccc4O3)nc2c1C (centres undefined)
 : i, 1.8, -0.3, -7.2, 0.0, 1.3, 0.5, -0.5, -0.5, -6.6
COC(=O)c1cccc(NC(=O)Cc2ccccc2[N+](=O)[O-])c1C
 : i, -7.1, -0.3, -1.6, -4.0, 0.9, 2.1, 8.1, -0.4, -4.2
Cc1c(CCC(=O)NCCCC(=O)O)c(=O)oc2cc3oc4c(c3cc12)CCCC4
 : i, 5.4, -0.9, 0.4, 4.6, 3.3, 1.0, 2.7, -1.2, 2.2
COc1ccccc1/C=C/C(=O)NCC(=O)N/N=C/c1ccccc1
 : i, -5.3, -0.8, -3.5, -2.5, -1.3, 2.8, 2.3, -0.6, -3.4
CCOC(=O)c1c(C)oc2cc(Br)c(OCC(N)=O)cc12
 : i, -1.7, -0.3, 2.0, 8.0, 1.3, -0.7, 4.5, 0.0, -4.8
Cn1c(NC(=O)Cc2cccs2)cc(=O)n(C)c1=O
 : i, 2.3, 0.7, -0.4, 3.2, -0.7, 0.0, 4.0, -0.2, -9.1
Cc1ccc(CN(C(=O)COc2ccc(C)c(C)c2)C2CCS(=O)(=O)C2)o1 (centres undefined)
 : i, 3.8, 0.3, -0.6, 7.9, 2.0, 1.2, -4.8, -0.5, -7.4
O=C(Nc1cnn(Cc2ccc(Cl)cc2)c1)c1cnccn1
 : i, 0.9, 0.1, -17.8, -0.4, -2.9, -0.3, 4.2, 0.7, -2.2
CCN(C(=O)CN(C1=NC2CS(=O)(=O)CC2S1)c1ccc(OC)cc1)c1cccc(C)c1 (centres undefined)
 : i, 1.3, 0.4, 1.6, -4.0, -1.1, 2.0, -1.7, -1.4, /
CC1CCCCN1CCNC(=O)CC1Oc2ccccc2NC1=O (centres undefined)
 : i, 2.8, 0.4, 0.0, -6.5, -2.6, -0.7, 0.5, -2.0, -18.2
CCc1ccc2[nH]c3nc(N/N=C/c4cccc(O)c4)nnc3c2c1
 : i, 4.7, -0.6, 22.4, 11.2, 1.2, 1.2, 0.1, 3.1, -3.9

An excerpt from above with just MsrA inhibitor and NadD inh.
SMILES	MsrA inhibitor	NadD inh
CC1CCCCN1CCNC(=O)CC1Oc2ccccc2NC1=O (centres undefined)	-0.7	-6.5
COCCCNC(=O)C(C#N)c1nc2ccccc2nc1N1CCCC1 (centres undefined)	-0.2	-7.2

From PubChem BioAssay
